Screens (PubChem)
COUP-TFII inh = inhibitors of human COUP-TFII (NR2F2) | P24468 | HEK293T NGFI-A luciferase reporter, luminescence | inhibition, % at 8.6 µM | 0.7% of 370,000 active | AID 686940;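 active means inhibition above a per-plate cutoff, mean inhibition of test wells between control levels plus 3 SD, cut at about 38% in these data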;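 further: cells cotransfected with COUP-TFII expression vector driving the NGFI-A reporter; 0% = median of COUP-TF2 test wells and 100% = reporter-only cells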
SRC2 inh = human SRC2 (NCOA2) inhibition; Q15596; HEK293 GAL4-SRC2 luciferase reporter, luminescence; inhibition, % at 9 µM; 0.17% of 370,000 active;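 active means inhibition above the mean inhibition of all tested compounds plus 3 SD, set per campaign, cut at about 52% in these data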;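 further: 0% = DMSO treated cells and 100% = cells given Gossypol at 36 µM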
Target sequence (Q15596 whole entry, looked up, the tested form may be a part): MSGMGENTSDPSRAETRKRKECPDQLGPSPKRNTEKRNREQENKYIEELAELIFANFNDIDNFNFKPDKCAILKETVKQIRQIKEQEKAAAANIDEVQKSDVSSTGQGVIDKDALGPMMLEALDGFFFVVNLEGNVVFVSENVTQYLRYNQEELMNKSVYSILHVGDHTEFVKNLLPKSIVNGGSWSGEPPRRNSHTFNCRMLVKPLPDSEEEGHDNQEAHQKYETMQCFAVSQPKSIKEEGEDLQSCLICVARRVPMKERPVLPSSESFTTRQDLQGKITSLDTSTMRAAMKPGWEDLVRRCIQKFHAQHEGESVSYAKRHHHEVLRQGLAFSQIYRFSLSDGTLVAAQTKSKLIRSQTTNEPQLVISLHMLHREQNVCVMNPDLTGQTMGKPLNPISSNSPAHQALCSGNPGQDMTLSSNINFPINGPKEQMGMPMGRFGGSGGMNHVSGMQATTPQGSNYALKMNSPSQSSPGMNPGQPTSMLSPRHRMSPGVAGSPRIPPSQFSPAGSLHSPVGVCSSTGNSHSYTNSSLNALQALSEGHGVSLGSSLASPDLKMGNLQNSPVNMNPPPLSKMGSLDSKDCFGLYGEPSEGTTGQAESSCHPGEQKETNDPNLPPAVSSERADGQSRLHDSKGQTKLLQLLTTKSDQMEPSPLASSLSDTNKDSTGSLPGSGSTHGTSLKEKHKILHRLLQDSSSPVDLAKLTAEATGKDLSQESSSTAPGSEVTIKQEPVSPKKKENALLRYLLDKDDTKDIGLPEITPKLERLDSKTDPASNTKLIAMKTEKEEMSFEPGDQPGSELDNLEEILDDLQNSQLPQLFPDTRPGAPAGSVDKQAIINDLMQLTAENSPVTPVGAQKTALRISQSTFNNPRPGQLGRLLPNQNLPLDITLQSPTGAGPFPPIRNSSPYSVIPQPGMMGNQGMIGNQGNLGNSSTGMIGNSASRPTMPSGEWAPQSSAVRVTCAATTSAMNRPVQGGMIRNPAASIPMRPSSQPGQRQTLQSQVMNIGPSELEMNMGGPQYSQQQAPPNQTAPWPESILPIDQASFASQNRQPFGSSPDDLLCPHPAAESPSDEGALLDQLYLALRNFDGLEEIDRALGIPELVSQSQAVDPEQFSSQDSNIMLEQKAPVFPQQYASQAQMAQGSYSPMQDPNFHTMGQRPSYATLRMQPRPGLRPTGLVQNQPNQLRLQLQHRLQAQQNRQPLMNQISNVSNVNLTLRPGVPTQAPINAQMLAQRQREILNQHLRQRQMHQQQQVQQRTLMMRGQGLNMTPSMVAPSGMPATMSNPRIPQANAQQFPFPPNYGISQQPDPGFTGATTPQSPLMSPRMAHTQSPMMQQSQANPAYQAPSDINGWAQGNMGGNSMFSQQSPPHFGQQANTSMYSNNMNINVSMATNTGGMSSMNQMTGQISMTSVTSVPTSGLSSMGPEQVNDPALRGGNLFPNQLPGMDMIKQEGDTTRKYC
Active calls of the source: *. A portion of the library; count on the stated rates, not on these rows.

The first 24 entries as a preview:
COUP-TFII inh	SRC2 inh	compound
6	5	CCCCCCCCNC(=O)C1CSCCS(=O)(=O)N1Cc1ccc(F)cc1 (centres undefined)
-10	-36	C=CCN1C(=O)[C@H](CC(=O)N2CCN(C(=O)OCC)CC2)[C@@]2(C(=O)OCC)CCCC=C12
-2	-21	O=Cc1ccc([B-](F)(F)F)o1
5	-2	C=CCSc1nnc2n(-c3ccccc3OC)c(=O)c3c4c(sc3n12)CCC4
2	18	CCOC(=O)C1=C(C)N(CCCC(=O)O)C(=O)NC1c1cccc(OC)c1 (centres undefined)
-5	7	Cc1ccc(OCCN2CCN(CC(O)Cn3c4ccccc4c4ccccc43)CC2)cc1 (centres undefined)
26	18	COC(=O)[C@]12C[C@H](CC(=O)NCc3ccc(OC)c(OC)c3)C(=O)N(Cc3cccc4ccccc34)C1=C[C@H](C1CCCC1)O[C@@H]2C
-5	10	COCC(=O)N1C[C@H]2CON(C)[C@H]2C[C@H]1c1cccc(-c2cc(Cl)cc(Cl)c2)c1
-8	-24	CCCCS(=O)(=O)NCC1CCN(C(=O)C(=O)c2cc3ccccc3o2)CC1
19	-14	COc1cccc(C2NC(=S)N(Cc3ccc(Br)cc3)C(C)=C2C(C)=O)c1 (centres undefined)
-16	19	Cn1c(Cc2cccs2)nnc1SCC(=O)Nc1ccc2c(c1)OCO2
1	-13	C=CCN1C(=O)c2n[nH]c(C(C)C)c2C1c1ccccc1 (centres undefined)
-3	-4	CCCC[C@H]1C2CC(OC(=O)Nc3ccc(F)cc3)C(C2)[C@H]2CCCCN21 (some centres undefined)
-3	-21	C#CCOc1ccccc1C(=O)NNc1ccc([N+](=O)[O-])cc1[N+](=O)[O-]
2	23	O=C(N[C@H](C(=O)N1CCC[C@H]1C(=O)NC1CCCC1)C1CCCCC1)c1ccccc1
15	-14	CC(C)n1nnnc1C1(C)CN(S(C)(=O)=O)CC(=O)N1Cc1cccc(C(F)(F)F)c1 (centres undefined)
22	6	C[C@H](CO)N1C[C@H](C)[C@H](CN(C)Cc2cccc(F)c2)Oc2ncc(C3=CCCC3)cc2C1=O
5	-13	C=CCCC(=O)N1C[C@H]2CCN(C)[C@H]2C[C@H]1c1ccccc1Br
-8	-3	CCN1CCCCC(NC(=O)COCc2ccccc2)C1=O (centres undefined)
10	-15	COC(=O)CCS(=O)(=O)c1ccc(Cl)c(Cl)c1
-16	5	Cc1ccc(-n2c(SCC(=O)Nc3ccccc3-c3ccccc3)nnc2-c2ccccn2)cc1
2	-5	COC(=O)[C@]12C[C@H](CC(=O)N3CCSCC3)C(=O)N(Cc3cccc4ccccc34)C1=C[C@H](C(C)C)O[C@@H]2C1CC1
17	5	COc1ccc(C(=O)OCCCN(C)C2CN(Cc3cn(Cc4ccccc4C(F)(F)F)nn3)S(=O)(=O)C2)cc1OC (centres undefined)
19	-15	Cc1ccc(NC(=O)C2CCN(c3ncccn3)CC2)cc1C

The whole of this part, previewed entries included:
COUP-TFII inh	SRC2 inh	compound
6	5	CCCCCCCCNC(=O)C1CSCCS(=O)(=O)N1Cc1ccc(F)cc1 (centres undefined)
-10	-36	C=CCN1C(=O)[C@H](CC(=O)N2CCN(C(=O)OCC)CC2)[C@@]2(C(=O)OCC)CCCC=C12
-2	-21	O=Cc1ccc([B-](F)(F)F)o1
5	-2	C=CCSc1nnc2n(-c3ccccc3OC)c(=O)c3c4c(sc3n12)CCC4
2	18	CCOC(=O)C1=C(C)N(CCCC(=O)O)C(=O)NC1c1cccc(OC)c1 (centres undefined)
-5	7	Cc1ccc(OCCN2CCN(CC(O)Cn3c4ccccc4c4ccccc43)CC2)cc1 (centres undefined)
26	18	COC(=O)[C@]12C[C@H](CC(=O)NCc3ccc(OC)c(OC)c3)C(=O)N(Cc3cccc4ccccc34)C1=C[C@H](C1CCCC1)O[C@@H]2C
-5	10	COCC(=O)N1C[C@H]2CON(C)[C@H]2C[C@H]1c1cccc(-c2cc(Cl)cc(Cl)c2)c1
-8	-24	CCCCS(=O)(=O)NCC1CCN(C(=O)C(=O)c2cc3ccccc3o2)CC1
19	-14	COc1cccc(C2NC(=S)N(Cc3ccc(Br)cc3)C(C)=C2C(C)=O)c1 (centres undefined)
-16	19	Cn1c(Cc2cccs2)nnc1SCC(=O)Nc1ccc2c(c1)OCO2
1	-13	C=CCN1C(=O)c2n[nH]c(C(C)C)c2C1c1ccccc1 (centres undefined)
-3	-4	CCCC[C@H]1C2CC(OC(=O)Nc3ccc(F)cc3)C(C2)[C@H]2CCCCN21 (some centres undefined)
-3	-21	C#CCOc1ccccc1C(=O)NNc1ccc([N+](=O)[O-])cc1[N+](=O)[O-]
2	23	O=C(N[C@H](C(=O)N1CCC[C@H]1C(=O)NC1CCCC1)C1CCCCC1)c1ccccc1
15	-14	CC(C)n1nnnc1C1(C)CN(S(C)(=O)=O)CC(=O)N1Cc1cccc(C(F)(F)F)c1 (centres undefined)
22	6	C[C@H](CO)N1C[C@H](C)[C@H](CN(C)Cc2cccc(F)c2)Oc2ncc(C3=CCCC3)cc2C1=O
5	-13	C=CCCC(=O)N1C[C@H]2CCN(C)[C@H]2C[C@H]1c1ccccc1Br
-8	-3	CCN1CCCCC(NC(=O)COCc2ccccc2)C1=O (centres undefined)
10	-15	COC(=O)CCS(=O)(=O)c1ccc(Cl)c(Cl)c1
-16	5	Cc1ccc(-n2c(SCC(=O)Nc3ccccc3-c3ccccc3)nnc2-c2ccccn2)cc1
2	-5	COC(=O)[C@]12C[C@H](CC(=O)N3CCSCC3)C(=O)N(Cc3cccc4ccccc34)C1=C[C@H](C(C)C)O[C@@H]2C1CC1
17	5	COc1ccc(C(=O)OCCCN(C)C2CN(Cc3cn(Cc4ccccc4C(F)(F)F)nn3)S(=O)(=O)C2)cc1OC (centres undefined)
19	-15	Cc1ccc(NC(=O)C2CCN(c3ncccn3)CC2)cc1C
-3	14	O=C(C(=O)N1CCC(CNS(=O)(=O)c2ccc(F)cc2)CC1)c1cccs1
-3	-20	O=c1[nH]c2cc3c(cc2cc1C(c1nnnn1Cc1ccccc1)N1CCCc2ccccc21)OCO3 (centres undefined)
2	22	COc1ccc(N)cc1CN1CCN(c2ncc(Cc3ccccc3)cn2)CC1
-12	-14	COC(=O)C1=C(C)N(Cc2ccccc2C(F)(F)F)C(=NCc2cc(OC)c(OC)c(OC)c2)NC1c1cccc(F)c1 (centres undefined)
24	10	COc1ccc2c(C(c3ccccc3O)C3CCCN3S(=O)(=O)c3ccc(C)cc3)cn(C)c2c1 (centres undefined)
12	8	COC(=O)C1CCN(C2CN(Cc3cn(Cc4ccc(C(F)(F)F)cc4)nn3)S(=O)(=O)C2)CC1 (centres undefined)
-10	-20	O=C(NCc1ccccc1)[C@@H]1CCCN1C(=O)[C@@H](NS(=O)(=O)c1ccc(F)cc1F)c1ccccc1
4	12	COC[C@@H](OC(C)=O)[C@H]1OCc2ccccc2[C@@H]1/C=C/c1ccccc1
4	6	COC[C@H]1O[C@]2(c3ccccc3)CO[C@H]1[C@@H](/C=C/c1ccccc1)C2
-16	-13	O=C(CSc1nnc(-c2cccnc2)n1-c1ccccc1)Nc1ccc2c(c1)OCCO2
15	5	Cc1ccc(S(=O)(=O)c2c[nH]c3cc4c(cc3c2=O)OCO4)cc1
-23	-3	COCc1cn(-c2ccc3c(c2)[C@@]2(CC(=O)N(C)C2c2ccccc2)C(=O)N3CC(C)C)nn1 (some centres undefined)
10	3	Cc1ccc(S(=O)(=O)N2CCCC2c2cccc3[nH]cc(C)c23)cc1 (centres undefined)
5	-22	C=CCN1C(=O)c2n[nH]c(COC)c2C1c1cccc(C(F)(F)F)c1 (centres undefined)
9	11	O=S(=O)(c1cc2ccccc2s1)n1c(CN2CCOCC2)nc2ccccc21
3	18	O=S1(=O)N[C@@H](Cc2ccccc2)COc2cccc(N3CCCC3)c21
7	0	CCCCc1c(-c2ccccc2OC)ncn1Cc1ccc(Cl)cc1Cl
9	6	COCCCNC(=O)c1ccc(Cn2c(=O)c3ccccc3n(Cc3ccc(Br)cc3)c2=O)cc1
9	2	Cc1ccc2c(c1)-n1c(nc3cc(F)ccc3c1=O)C(Cc1ccc(O)cc1)NC2=O (centres undefined)
10	3	COc1ccccc1CCn1cnc(-c2ccc(Br)cc2)c1CC(C)C
-40	-54	O=c1c2sccc2nc(SCc2cc(=O)n3ccccc3n2)n1Cc1ccccn1
-2	-2	O=C(CSc1nnc(-c2cccnc2)n1-c1ccccc1)Nc1ccc(OCc2ccccc2)cc1
2	-28	O=C1CSc2ccc(C(=O)N3CCCC(C(=O)N4CCOCC4)C3)cc2N1 (centres undefined)
2	10	C[C@@H]1CN([C@H](C)CO)C(=O)CCCn2cc(nn2)CO[C@H]1CN(C)S(=O)(=O)c1cn(C)cn1
1	0	COC(=O)[C@@H](C)NC(=O)C(Cc1ccc2c(c1)OCO2)NC(C)=O (some centres undefined)
14	8	CC(C)C[C@@H](NC(=O)OC(C)(C)C)C(=O)N1O[C@]23C=C[C@]14C[C@@H](O)CC[C@]4(C)C2CC[C@]1(C)[C@@H]([C@H](C)/C=C/[C@H](C)C(C)C)CC[C@H]13 (some centres undefined)

Arranged by number of heavy atoms (low to high): three of the compounds above.
COUP-TFII inh	SRC2 inh	compound
4	12	COC[C@@H](OC(C)=O)[C@H]1OCc2ccccc2[C@@H]1/C=C/c1ccccc1
-23	-3	COCc1cn(-c2ccc3c(c2)[C@@]2(CC(=O)N(C)C2c2ccccc2)C(=O)N3CC(C)C)nn1 (some centres undefined)
-10	-20	O=C(NCc1ccccc1)[C@@H]1CCCN1C(=O)[C@@H](NS(=O)(=O)c1ccc(F)cc1F)c1ccccc1

The list goes on:
COUP-TFII inh	SRC2 inh	compound
-17	-8	COc1ccc(C=NNC(=O)c2cc(-c3ccc(C)c(C)c3)n[nH]2)cc1OCc1ccccc1
14	-28	Nc1nc(CC(=O)CSc2ccc(Cl)cc2)nc(Nc2ccc(F)cc2)n1
-25	-6	CCSc1n[nH]c(=O)n1C
-3	-1	CN(CCc1ccccc1)C(=O)c1ccc2c(c1)ncn2C1CCCCC1
8	-1	COc1ccc(-c2ccc(-c3noc(-c4ccc(OC)c(OC)c4)n3)c(OC)n2)cc1
-9	15	CCOC(=O)C1=CCN(S(=O)(=O)c2ccc(Cl)cc2)C1c1cccc(F)c1 (centres undefined)
26	13	CC(C)(C)C(=O)OC12CCCN(C1)/C(=C/c1ccncc1)C2 (centres undefined)
-3	-9	COC(=O)C1=C(C)N(Cc2cccc(C(F)(F)F)c2)C(=NCc2cccc(C(F)(F)F)c2)NC1c1ccc(Cl)cc1 (centres undefined)
-1	-30	C/C(=N/NC(=O)CSc1nnc(-c2ccccc2)n1-c1ccc(Cl)cc1)c1cccc(O)c1
14	-24	CCn1c2ccccc2c2cc(NC(=O)COC(=O)c3cc(Cl)cc(Cl)c3)ccc21
10	-13	Cc1cc2c(nc1C)CCCN2S(=O)(=O)c1ccc(C#N)cc1
0	-25	COc1cccc(CC(NC(C)=O)C(=O)NC2CCN(c3ncccc3[N+](=O)[O-])CC2)c1 (centres undefined)
-9	7	O=C(/C=C(\Nc1cccc(C(F)(F)F)c1)c1ccccc1)c1ccccc1
24	-2	COc1cc(NC(=O)C2CCCN(S(=O)(=O)c3ccc(C)c(C)c3)C2)cc(OC)c1 (centres undefined)
9	-29	CCCCCCC(=O)NC1CCCCN(Cc2ccccc2C)C1=O (centres undefined)
-15	10	CSc1n[nH]c(-c2cccs2)n1
2	-20	CCOC(=O)C1=C(C(=O)OCC)C2N(Cc3ccc(C#N)cc3)c3ccccc3[C@@]23C[C@@H](C(=O)OC)N(S(=O)(=O)c2c(C)noc2C)C3=N1 (some centres undefined)
-10	-19	CC(C)OP(=O)(O)C(C)NC(=O)OCc1ccccc1 (centres undefined)
12	25	Cc1cc2c(c(=O)o1)[C@@]1(C(=O)N(C)c3cccc(Br)c31)C1=C(CCCC1=O)O2
7	-24	O=C(OCc1cn(Cc2ccccc2C(F)(F)F)nn1)N1CCOCC1
-11	-12	CC(=O)NC1CCCCN(C(C)C)C1=O (centres undefined)
-6	20	CN1C(=O)[C@@](O)(c2cccn2C)c2cc(Cl)ccc21
-18	-21	c1ccc2cc(Cn3ccc4ccc(-c5ccc6ccn(Cc7ccc8ccccc8c7)c6c5)cc43)ccc2c1
8	16	CC(=O)c1cc(-c2cccc(Cl)c2O)c(=O)n2c1CCC2
-7	-30	COc1cccc(CNC(=O)[C@H]2CCCN2)c1
-11	-13	COC(=O)c1cc(=O)nc(NN=Cc2ccccc2)s1
-2	8	CC(C)S(=O)(=O)N[C@@H]1c2cc3c(cc2[C@H](c2ccccc2)[C@H]1C)OCO3
-7	-6	O=C(c1ccc2c(c1)C(=O)NC2=O)c1ccc2c(c1)C(=O)NC2=O
-24	-13	O=S1(=O)c2ccc(N3CC[C@@H](O)C3)cc2O[C@@H]2CCN1C2
2	4	Cc1ccccc1CNC(=O)c1cccc2c1C(=O)N(Cc1cccnc1)C2
2	-15	CC1=C2N=C(N)N(Cc3ccccc3)C(Cc3ccccc3)C2n2c(=O)n(-c3ccccc3)c(=O)n2C1 (centres undefined)
